From PubChem BioAssay
UTI89 phage lysis: inhibition of K1F phage lysis, E. coli UTI89, bacterial capsule biogenesis inhibitors, alamar blue (AID 488966); E. coli UTI89 K1F phage lysis, alamar blue, 2 h; higher % means a stronger effect; one-dose inhibition, % at 100 µM; IC50 in µM for titrated hits; actives 0.02% (n = 340,000);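 active means phage lysis inhibition, versus mean bacterial control, above a set limit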;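 further: capsule biogenesis inhibitors block K1F phage lysis so surviving cells raise fluorescence; higher fluorescence means more inhibition of phage lysis; actives were called in the ten point dose series up to 300 µM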
Active calls of the source: *; [ ] = dose if it differs, or a comment. A portion of the library; the hit share may differ from the screen's.

smiles | UTI89 phage lysis
O=C(Nc1ccccc1F)c1cc(-c2ccco2)nc2ccccc12 | 0.3%
COc1ccc(-n2ccnc(SCC(=O)NC3CCCC3)c2=O)cc1 | 0.0%
CC(C)c1nnc(NC(=O)CCS(=O)(=O)c2ccccc2)s1 | 0.2%
Cc1nnc(SCC(=O)N2CCN(c3ccccc3)CC2)n1C1CC1 | 0.6%[50 µM]
O=C(COC(=O)c1cccc(O)c1)Nc1ccc(S(=O)(=O)N2CCOCC2)cc1 | 1.0%[50 µM]
Cc1ccc(/C(O)=C2/C(=O)C(=O)N(c3ccccn3)C2c2ccc([N+](=O)[O-])cc2)cc1 (stereo not given) | -0.3%
COc1ccc(N(CC(=O)N2CCN(Cc3ccccc3)CC2)S(C)(=O)=O)cc1Cl | 0.4%
CCOc1ccc(-n2c(=S)sc3c(=O)n(-c4ccccc4)c(SCC(=O)O)nc32)cc1 | 0.1%

The listing continues.
smiles | UTI89 phage lysis
CCCCn1c(N)c(N(Cc2ccccc2OC)C(=O)c2ccc([N+](=O)[O-])s2)c(=O)[nH]c1=O | -1.2%[50 µM]
O=C(Nc1ccc(O)cc1)c1ccc(NC(=O)c2ccco2)cc1 | -0.2%
O=C(NC(=S)NCc1ccc(Cl)cc1)c1ccco1 | -2.1%
CC(=O)Nc1ccc(S(=O)(=O)NC2CCSc3ccccc32)cc1 (stereo not given) | -0.2%
C=CCc1cc(OC)ccc1OCCN1CC(C)OC(C)C1 (stereo not given) | -0.5%
NC(=O)c1ccc(NC(=O)CCCNC(=O)c2ccc(Cl)cc2)cc1 | 0.1%
COc1cccc(SCc2noc(C(=O)NCCN(C)C)c2C(=O)NCCN(C)C)c1 | 0.4%
CCOc1ccc(C(=O)Nc2ccc(N3CCN(C)CC3)cc2)cc1 | 0.1%

(continued)
smiles | UTI89 phage lysis
COc1ccc(Nc2nc(C)cc(C)n2)cc1Cl | 2.7%
CCOC(=O)CCCNC(=O)CSc1nnc(-c2ccccc2)c(-c2ccccc2)n1 | 0.2%
COc1ccc(OC)c(C2/C(=C(/O)c3cnn(-c4ccccc4)c3C)C(=O)C(=O)N2CCN(C)C)c1 (stereo not given) | 0.1%
O=C(CN1c2cccc3cccc(c23)S1(=O)=O)NCCc1ccc(F)cc1 | 0.7%[50 µM]
COCCN(C(=O)COC(=O)CSc1ccccc1)c1c(N)n(Cc2ccccc2)c(=O)[nH]c1=O | 0.0%[50 µM]
O=C(Nc1ncccc1O)c1ccc(S(=O)(=O)N2CCCC2)cc1 | -1.6%
CC(=O)Nc1ccc(S(=O)(=O)NC2(c3ccccc3)C(=O)N(C)C(=O)N(C)C2=O)cc1 | 0.6%
COc1cccc(-n2nnnc2SCC(=O)Nc2ccc(NC(C)=O)cc2)c1 | 0.1%

The list continues:
smiles | UTI89 phage lysis
Cc1cccc(C(C)C)c1NC(=O)COC(=O)c1cc2ccccc2oc1=O | 0.6%[50 µM]
CN(C)c1nc(N)c([N+](=O)[O-])c(N2CCCCCC2)n1 | 0.0%
CNC(=O)c1cccc(NC(=O)c2cc(-c3ccccc3)nc3c2cnn3C(C)C)c1 | 0.0%[50 µM]
COc1cc(C(=O)NCC(=O)NCCN2C(=O)S/C(=C\c3ccc4c(c3)OCO4)C2=O)cc(OC)c1OC | 0.5%[50 µM]
COc1ccc(C(CNC(=O)CCNS(=O)(=O)c2ccc(Br)cc2)N2CCCC2)cc1 (stereo not given) | 0.8%[50 µM]
COc1ccc(CCC(=O)NCCc2ccc(OC)c(OC)c2)cc1 | -0.2%
CCOC(=O)N1CCN(Cc2nnc(-c3ccccc3Cl)o2)CC1 | 0.1%
COc1nnc(-c2ccc(C)c(S(=O)(=O)NCC3CCCO3)c2)c2ccccc12 (stereo not given) | 0.1%

Next section
smiles | UTI89 phage lysis
Cc1ccc(CCNC(=O)CCn2c(=O)c3cccn3c3ccc(F)cc32)cc1 | 0.3%
CSc1nc(NCC(C)O)c2c3c(sc2n1)CN(C)CC3 (stereo not given) | 0.2%
Cc1noc(C)c1CSc1ccccc1C(=O)O | 0.1%
O=C(Nc1cccc(C(=O)N2CCCC2)c1)C1CCCC1 | 0.1%
Cc1ccc([N+](=O)[O-])cc1S(=O)(=O)Nc1ccc(-c2ccc(N3CCOCC3)nn2)cc1 | 0.9%[50 µM]
COC(=O)c1c(NC(=O)C2=COCCO2)sc(C)c1C | 0.5%[50 µM]
COc1ccc(C(=O)N2CCOC2CNC(=O)C(=O)NCc2ccccc2Cl)cc1 (stereo not given) | 0.3%
O=C(CNC(=O)c1cccs1)Nc1ccc(N2CCOCC2)cc1 | 1.1%[50 µM]

(cont.)
smiles | UTI89 phage lysis
Cc1ccc(-n2ncc3c2CC(C)(C)CC3NC(=O)CCc2ccc(=O)[nH]n2)cc1 (stereo not given) | 0.2%
Cc1cc(Nc2ccccc2Cl)nc(-c2ccccc2O)n1 | 0.1%
Cc1nc(SCC(=O)N(C)C2CCS(=O)(=O)C2)c(C#N)c(C)c1C (stereo not given) | 0.9%[50 µM]
Nc1nc(=O)n(C2CC(O)C(CO)O2)cc1F (stereo not given) | -6.0%
O=C(COC(=O)c1ccc(Cl)cc1)NC(=O)NC1CCCC1 | 0.8%[50 µM]
Cc1ccccc1-c1cc(C(=O)NCc2ccco2)n(CC2CC(c3cccnc3)=NO2)n1 (stereo not given) | -0.3%
Cc1cccc(NC(=O)CSc2nnc(C3CC3)n2CC2CCCO2)c1C (stereo not given) | 0.3%
CC1CN(C(=O)c2ccccc2OCc2ccc(Cl)cc2Cl)CC(C)O1 (stereo not given) | 0.6%[50 µM]

More results:
smiles | UTI89 phage lysis
O=C(CC1C(=O)NCCN1Cc1ccc(Cl)c(F)c1)NC1CCCCC1 (stereo not given) | 0.2%[50 µM]
CCOC(=O)c1[nH]c(C)c(C(=O)OCc2ccccc2F)c1C | 0.3%
O=C(COC(=O)Cc1ccc(Br)cc1)Nc1ccc(N2CCOCC2)cc1 | 0.0%[50 µM]
Cn1ccnc1SC(C(=O)O)c1ccccc1 (stereo not given) | 2.2%
CCCn1c(SCC(=O)N(C)CC(=O)Nc2ccc(C)cc2)n[nH]c1=O | 0.5%[50 µM]
Cc1cccc(C(=O)N[C@H](C(=O)NCCc2ccc(Cl)cc2)C(C)C)c1 | -0.2%
CC(C)CNC(=O)[C@H]1N2C(=O)c3ccccc3C2SC1(C)C (stereo not given in full) | 0.3%
Cc1ccc2c(c1)N(CC(=O)N1CCCC1)C(=O)C(C)O2 (stereo not given) | 0.2%

(cont.)
smiles | UTI89 phage lysis
O=C(N/C(=C/c1ccc(Br)cc1)C(=O)N1CCOCC1)c1ccco1 | -0.2%
CC(C)c1ccc(C2c3[nH]c4ccccc4c3C[C@H]3C(=O)N(c4ccccc4C(=O)N4CCC[C@H]4C(=O)O)C(=O)N23)cc1 (stereo not given in full) | -1.6%
COc1ccc(CCn2c(=N)c(C(=O)NC3CCCC3)cc3c(=O)n4ccccc4nc32)cc1 | 0.6%
COc1ccc2oc(C(=O)OCC(=O)N3CCN(S(=O)(=O)c4ccccc4)CC3)c(C)c2c1 | 1.4%[50 µM]
CCCC(=O)Nc1ccc(-c2csc(-c3cccnc3)n2)cc1 | -1.0%
CN(Cc1cccnc1)C(=O)CNC(=O)COc1ccccc1 | 0.2%
COc1ccc(C2CC(c3cccc(Br)c3)=NN2c2ccc(S(N)(=O)=O)cc2)cc1 (stereo not given) | 0.0%
O=C(NCc1ccccc1F)c1cccc(S(=O)(=O)N2CCCCC2)c1 | -2.5%

(list continues)
smiles | UTI89 phage lysis
O=C(CSc1nnc(-c2ccncc2)o1)Nc1cccc(Cl)c1 | 2.0%
CCOc1ccc(CCNC(=O)c2ccc(CS(=O)Cc3cccc(Cl)c3)o2)cc1 (stereo not given) | -0.3%
COc1cccc(NC(=O)CN(C)C(=O)/C=C/c2ccc3ccccc3n2)c1 | 0.7%[50 µM]
c1ccc2cc(Cn3ccnc3)ccc2c1 | -0.2%
CC(=NNC(=O)c1ccncc1)c1ccccc1O | 0.1%
O=C1CN(C(=O)COC(=O)[C@@H]2CC(O)CN2S(=O)(=O)c2ccc(Cl)cc2)c2ccccc2N1 (stereo not given in full) | 3.0%
O=c1c2ccccc2n(CC(O)CN2CCOCC2)c2ccccc12 (stereo not given) | 0.2%
CCCN1CCN(C(=O)CS(=O)(=O)Cc2nc(-c3cccc(OC)c3)oc2C)CC1 | 0.0%

Next results.
smiles | UTI89 phage lysis
CCCc1cc(=O)oc2c3c(cc(OCC(=O)NCCCn4ccnc4)c12)OC(C)(C)CC3 | 5.0%
COc1ccc(-n2ncc3c2CC(C)(C)CC3NC(=O)c2c(C)cc(=O)oc2C)cc1 (stereo not given) | 0.1%
Cc1nc2cc(NC(=O)CS(=O)(=O)c3ccc(F)cc3)ccc2s1 | 1.2%[50 µM]
CN1CCN(C2=C(NS(=O)(=O)c3ccccc3)C(=O)c3ccccc3C2=O)CC1 | 0.0%
COc1ccccc1N(CC(=O)N1CCCC1)S(=O)(=O)c1ccc(C)cc1 | -0.1%
CCCN1C(=O)C(=O)c2cc(C)ccc21 | 4.7%
CSCCC(C)N1CCC(Oc2ccc(C(=O)N3CCCC3)cc2)CC1 (stereo not given) | 0.2%[50 µM]
CCN1C(=O)[C@H]2[C@@H](c3ccc(-c4ccc(Cl)c(Cl)c4)cc3)N[C@@](C)(C(=O)OC)[C@H]2C1=O | 5.3%

Retrieved by compound from above (6):
smiles | UTI89 phage lysis
O=C(Nc1ncccc1O)c1ccc(S(=O)(=O)N2CCCC2)cc1 | -1.6%
O=C(Nc1ccc(O)cc1)c1ccc(NC(=O)c2ccco2)cc1 | -0.2%
Cc1cc(Nc2ccccc2Cl)nc(-c2ccccc2O)n1 | 0.1%
COc1ccc(OC)c(C2/C(=C(/O)c3cnn(-c4ccccc4)c3C)C(=O)C(=O)N2CCN(C)C)c1 (stereo not given) | 0.1%
Cc1cccc(NC(=O)CSc2nnc(C3CC3)n2CC2CCCO2)c1C (stereo not given) | 0.3%
CC(=NNC(=O)c1ccncc1)c1ccccc1O | 0.1%

More structures.
smiles | UTI89 phage lysis
COc1ccc(NC(=S)N2CCC(C(=O)c3ccc(C)cc3)CC2)cc1 | 0.2%
Nc1nc(NCCO)nc(NCc2ccccc2)c1[N+](=O)[O-] | 0.0%
CCS(=O)(=O)N1CCN(S(=O)(=O)c2ccc(Cl)s2)CC1 | 0.2%
CCOc1ccc(NC(=O)Cn2nnc(C(=O)NCc3ccc(OC)cc3)c2N)cc1 | 0.3%
Cc1cc(N=Nc2ccc3ccccc3c2)ccc1O | -0.8%
Cc1ccc(-n2ncc3c2CCCC3NC(=O)CCCN2CCCC2=O)cc1C (stereo not given) | -0.2%[50 µM]
OCCCn1c(C(CO)Nc2nc(-c3ccc(Cl)cc3)cs2)nc2ccccc21 (stereo not given) | 0.5%
CS(=O)(=O)c1ccc(C(=O)OCC(=O)NC(=O)Cc2ccccc2)cc1 | 0.9%[50 µM]

More structures:
smiles | UTI89 phage lysis
CCOC(=O)C1=C(COC(=O)C(CC)c2ccccc2)NC(=O)NC1C (stereo not given) | 0.2%[50 µM]
COc1ccccc1CC(=O)NCCCc1ccccc1 | 0.1%
COc1ccc(OC)c(S(=O)(=O)N2CCN(c3ccccc3)CC2)c1 | 0.9%
CCCC(C)c1nnc(NC(=O)COc2ccc3c(c2)OCO3)s1 (stereo not given) | 0.4%
CCc1cc(=O)oc2c3c(cc(OCC(=O)Nc4cccnc4)c12)OC(C)(C)CC3 | 10%
CCc1noc(C)c1C(=O)N1CCN(S(=O)(=O)c2ccc(C)cc2)CC1 | 0.3%[50 µM]
CN(Cc1ccccc1Br)C(=O)CN1C(=O)NC2(CCCCCC2)C1=O | 1.4%[50 µM]
COc1ccc(NC(=O)CSc2ccc(-c3ccco3)nn2)cc1OC | 0.0%

Going on with the list:
smiles | UTI89 phage lysis
Cc1cccc(C(=O)OC(C)C(=O)NC2CCCc3ccccc32)c1O (stereo not given) | 2.1%[50 µM]
COc1ccc(CNC(=O)CN(C(=O)CCC(=O)Nc2ccccn2)c2cccc(C)c2C)cc1 | 0.8%
Cc1ccc(Cl)cc1NS(=O)(=O)c1ccc2oc(=O)ccc2c1 | 0.9%
Cc1cc(SCc2ccc(F)cc2)nc(=O)[nH]1 | -0.1%
O=C(Nc1ccc(N2CCCC2)cc1)c1ccc(Cl)cc1Cl | 0.0%
C/C(CC(=O)Nc1ccccn1)=N\NC(=O)c1ccccc1O | -0.3%
COC(=O)[C@]1(C)CCC[C@@]2(C)C3CC[C@@]4(C)C[C@]3(CCC21)CC(=O)N4 (stereo not given in full) | 0.5%
CC(C)CCN(C(=O)c1ccncc1)c1c(N)n(Cc2ccccc2)c(=O)[nH]c1=O | 0.4%[50 µM]

Additional entries:
smiles | UTI89 phage lysis
Cc1ccccc1NC(=O)CN1CCN(Cc2ccccc2)CC1 | 2.0%
CN1CCN(C(=O)c2cccn(Cc3ccc(C(F)(F)F)cc3)c2=O)CC1 | 0.0%
CC(=O)Nc1ccc(NC(=O)COC(=O)c2cc([N+](=O)[O-])ccc2N2CCOCC2)cc1 | 1.6%[50 µM]
O=C(NCCC1CCCCN1S(=O)(=O)c1ccccc1)C(=O)NCc1ccccc1F (stereo not given) | -0.2%[50 µM]
Cc1ccc(-c2nnc(NC(=O)c3c(F)cccc3Cl)s2)cc1 | 0.2%
O=C(Cc1cccs1)NCc1cccc(Cl)c1 | 2.3%[50 µM]
COc1ccc(CNC(=O)CCC(=O)Nc2cccnc2)cc1 | -1.2%
CC1CCCCC1NC(=O)CCNC(=O)N1CC(=O)Nc2ccccc21 (stereo not given) | 0.3%
O=C(Nc1ccc(N2CCCC2)cc1)c1ccccc1[N+](=O)[O-] | 0.3%

Single entries from the list:
Under UTI89 phage lysis, CC1CCCCC1NC(=O)CCNC(=O)N1CC(=O)Nc2ccccc21 (stereo not given) has the entry 0.3%
Under UTI89 phage lysis, Cc1ccccc1NC(=O)CN1CCN(Cc2ccccc2)CC1 has the entry 2.0%
